Source: PubChem BioAssay
EWS-Fli block: EWS/Fli transcriptional activity inhibition | A673 NR0B1-luciferase reporter, viability-normalised | inhibition, % at 12.6 µM | 0.67% of 350,000 active | AID 651661;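 active means mean inhibition of at least 50% after viability correction, with every replicate also passing that limit; inconclusive means mean reaches 50% but only one of two replicates passes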;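 further: firefly luciferase signal divided by Alamar Blue viability fluorescence both relative to DMSO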
PAX8 reporter: PAX8 transcriptional activity inhibition | RMG-I TPO-luciferase reporter, SteadyGlo, 24 h | inhibition, % at 12.6 µM | 1.2% of 360,000 active;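 active means mean replicate inhibition at least 60% with every replicate also reaching 60%; inconclusive means only one of the two criteria is met; inactive means mean below 60% and not all replicates reaching 60%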;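 further: luciferase light reporting Pax8 driven TPO promoter activity; plate controls were median of neutral control wells for no effect and mitoxantrone controls for full effect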
ARNT TACC3 PPI: disrupts binding between human ARNT and TACC3 | Q9Y6A5 | AlphaScreen His-ARNT PAS-B/GST-TACC3 binding, luminescence; TACC3 fragment carries E629A point mutation | inhibition, % at 9.99 µM | 0.66% of 390,000 active | AID 623870;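 active means mean inhibition of replicates at least 50% and at least half of replicates each reaching 50%; inconclusive means half or more replicates reach 50% but mean below 50%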;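 further: 0% = complete ARNT plus TACC3 wells and 100% = ARNT alone without TACC3; many hits fall short of the cut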
DENV2 CPE: inhibitors of DENV2 cytopathic effect; CPE inhibition, % at 9.99 µM; 1.7% of 350,000 active; DENV2-infected cells, cytopathic effect rescue, plate reader; in the data active means CPE inhibition above about 20%, passing the limit was not always enough; inconclusive means no clear call, values can overlap the other calls; tested in BHK-21 cells;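 further: 0% = median of neutral control wells and 100% = median of positive control wells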
LGR2 antag: inhibitors of bursicon-induced Drosophila LGR2 receptor cAMP signaling; HEK293 LGR2, CRE-luciferase, bursicon-stimulated, 4 h; inhibition, % at 9.99 µM; 0.35% of 380,000 active; AID 720647;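 active means drop in luminescence signal, shown as inhibition above about 50% in the replicate tests, limit read from the data, passing the limit was not always enough; inconclusive means probably only some replicates passing the limit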;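 further: agonist challenge used bursicon conditioned medium at about half maximal strength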
SIRT5 inh: blocks human SIRT5 desuccinylation of peptide; Q9NXA8; Purified SirT5, succinyl-peptide AMC, trypsin-coupled fluorescence; inhibition, % at 15 µM; 1.1% of 330,000 active; AID 652115; in the data active means inhibition above about 15%; inconclusive means no clear call, values can overlap the other calls
Target sequence (Q9NXA8 whole entry, looked up): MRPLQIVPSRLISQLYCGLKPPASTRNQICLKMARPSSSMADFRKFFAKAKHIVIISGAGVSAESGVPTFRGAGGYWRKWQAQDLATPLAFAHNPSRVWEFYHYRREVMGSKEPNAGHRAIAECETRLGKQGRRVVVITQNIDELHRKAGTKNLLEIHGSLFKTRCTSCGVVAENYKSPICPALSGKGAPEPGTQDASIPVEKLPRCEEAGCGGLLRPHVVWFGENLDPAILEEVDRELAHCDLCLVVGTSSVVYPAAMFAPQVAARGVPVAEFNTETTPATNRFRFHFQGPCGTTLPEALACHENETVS
CASP6 VEID inh: blocks human caspase-6 cleavage activity | purified caspase-6, Z-VEID-R110 cleavage fluorescence | P55212 | inhibition, % at 12.5 µM | 0.53% of 350,000 active;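 active means mean inhibition across replicates at least about 35%, with every replicate also reaching that limit, limit read from the data; inconclusive means only one of the two criteria met; inactive means neither criterion met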;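 further: 0% = median of neutral control wells and 100% = no fluorescence left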
Target sequence (P55212 24-179 limits assumed): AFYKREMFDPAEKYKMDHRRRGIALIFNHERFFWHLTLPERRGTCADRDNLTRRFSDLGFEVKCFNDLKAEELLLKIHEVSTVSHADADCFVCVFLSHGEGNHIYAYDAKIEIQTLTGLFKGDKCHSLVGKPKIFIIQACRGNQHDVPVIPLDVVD
Target sequence (P55212 194-293 limits assumed): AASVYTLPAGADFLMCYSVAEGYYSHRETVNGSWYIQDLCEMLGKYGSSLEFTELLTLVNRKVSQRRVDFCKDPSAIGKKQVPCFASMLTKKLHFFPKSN
The depositor's hits bear a star; ? = inconclusive; . = not tested or not shown; & = joins results of further samples. Outcome played no part in choosing rows. Share with any hit: about 4.9%.

Results follow in this order: CASP6 VEID inh, EWS-Fli block, DENV2 CPE, ARNT TACC3 PPI, LGR2 antag, SIRT5 inh, PAX8 reporter
COC(=O)Cn1cc([N+](=O)[O-])nc1C
  -1, -5, 5, 1, 1, 2, -13
C[C@H](CO)N1C[C@H](C)[C@H](CN(C)Cc2ccccc2)Oc2ccc(NS(=O)(=O)c3ccccc3)cc2C1=O
  -3, 8, 1, -5, 5, -2, 0
O=C(O)c1ccccc1SCc1nc2ccccn2c1Br
  -1, 6, 3, -3, 5, 0, -4
COCCN1CCN(C(=O)c2ccc3oc(CCCc4ccccc4)nc3c2)CC1
  -1, -60, -2, -6, -12, -2, -76
CCN(CC)C(=O)C1=C(C)N(Cc2ccccc2)C(=O)C(CC(=O)NC2CC2)C1 (stereo not given)
  -4, -4, 14, ., 19, ., -15
CC(=O)Oc1c(Br)cc(N(C(C)=O)S(=O)(=O)c2ccccc2)c2ccccc12
  19, 1, 4, 23, 0, 12, 12
C[C@H]1COC(=O)[C@@H](Cc2ccc(F)cc2)CC/C=C/C[C@H](CC(=O)N(CCO)Cc2ccccc2)C(=O)N1
  0, -12, -9, -8, 12, ., -5
CSCC[C@H](NC(=O)Cc1ccc(Cl)cc1)C(=O)N1CCC2(CC1)NCCc1[nH]cnc12
  -3, 1, -3, 5, 12, -3, -21
O=C(C1CCOCC1)N1[C@@H](CO)[C@@H](c2ccccc2)C12CN(Cc1cccnc1)C2
  1, 0, 10, ., -5, -2, -2
O=C(Nc1ccccc1F)N1[C@@H]2CNC[C@H]1C2c1ccc(-c2cccnc2)cc1 (stereo not given in full)
  -2&0, 4&-5, -5&1, ., 7&-4, 0&0, -2&1
CN(C)CC#Cc1ccc([C@H]2[C@H]3CN(C(=O)c4cccnc4)CC(=O)N3[C@H]2CO)cc1
  1, -3, -9, ., -3, 2, -6
C[C@H](CO)N1C[C@H](C)[C@H](CN(C)Cc2ccc(F)cc2)Oc2cc(C#Cc3ccccn3)ccc2S1(=O)=O
  1, 10, -9, -11, -15, 2, -2
CNC(=O)C[C@@H]1CC[C@@H]2[C@H](COc3ccc(NC(=O)Nc4ccc(Cl)cc4)cc3C(=O)N2C)O1
  1, -9, 4, 7, 5, -5, 9
CCC(=O)N(C)C[C@@H]1Oc2ncc(/C=C/c3ccccc3)cc2C(=O)N([C@H](C)CO)C[C@@H]1C
  -1, -14, 3, 0, 5, -19, .
CC1CN(c2nc(N(C)c3ccccc3)nc(N)c2[N+](=O)[O-])CC(C)O1 (stereo not given)
  -1, 0, -6, ., 0, 3, 17
CCn1nnc2cc(C(=O)N(CCOC)CC(=O)Nc3cccc(C)c3C)ccc21
  3, -3, 6, -1, -2, -10, 4
C/C=C/c1cnc2c(c1)C(=O)N([C@@H](C)CO)C[C@@H](C)[C@@H](CN(C)CC1CCOCC1)O2
  -2, -6, -1, -9, 6, 3, -2
C=CCN1c2ccccc2[C@]23C[C@@H](C(=O)OC)N(C(=O)OCC)C2=NC(C(=O)OC)=C(C(=O)OC)[C@H]13
  -2, 6, 18, 3, 2, 3, 1
C[C@H]1CN([C@@H](C)CO)C(=O)c2cc(NC(=O)CCN3CCOCC3)ccc2O[C@@H]1CN(C)S(C)(=O)=O
  0, -5, -8, 4, -4, 0, -27
COc1ccc(NC(=O)Nc2ccc3c(c2)C(=O)N([C@@H](C)CO)C[C@H](C)[C@H](CN(C)Cc2ccc(C(=O)O)cc2)OCCCC[C@H](C)O3)cc1
  -3, -2, 80*, 16, 12, 2, 7
COc1cccc(OC(=O)N2CCOCC2)c1
  -3, -12, -2, -10, -22, -2, -15
O=C(Nc1cccc(OCC(=O)N2CCOCC2)c1)c1cccc(Cl)c1
  -2, ., -5, 4, 12, 2, 0
Cc1ccc(C)c(-n2c(-c3csc(C)c3C)n[nH]c2=S)c1
  ., ., ., -17, 16, ., 11
COc1ccc2c3c([nH]c2c1)[C@@H](CO)N(C)CC31CCN(C(=O)Nc2c(C)noc2C)CC1
  ., -8, -6, ., -8, 2, -2
O=C1CCC(C(=O)Nc2cccc(Oc3ccccc3)c2)=NN1
  -3, -13, -6, -3, -18, -7, -17
COc1ccc(C)cc1S(=O)(=O)N(C)CC(=O)N1CCN(c2ccccc2)CC1
  2, 6, -8, -6, ., 2, 11
CCCCNC(=O)CCn1ccc2cc(S(=O)(=O)N3CCCC3)ccc21
  2, ., 0, -12, -5, 2, -4
Cc1[nH]n(-c2ncc(-c3ccccc3)s2)c(=O)c1C(c1ccc(Br)cc1)C(C#N)C#N (stereo not given)
  1, -6, 3, ., -15, -4, -15
Cc1c(C)c2ccc(OCC(=O)c3ccccc3)cc2oc1=O
  1, -90, 11, -15, -16, -13, -150
CCc1ccc(CN2CCC(Oc3ccc(C(=O)N4CCCCC4)cc3)CC2)cc1
  0, ., 9, -2, 14, -1, 13

Two compounds drawn at random from the list so far:
Results follow in this order: CASP6 VEID inh, EWS-Fli block, DENV2 CPE, ARNT TACC3 PPI, LGR2 antag, SIRT5 inh, PAX8 reporter
C[C@H]1CN([C@@H](C)CO)C(=O)c2cc(NC(=O)CCN3CCOCC3)ccc2O[C@@H]1CN(C)S(C)(=O)=O
  0, -5, -8, 4, -4, 0, -27
C/C=C/c1cnc2c(c1)C(=O)N([C@@H](C)CO)C[C@@H](C)[C@@H](CN(C)CC1CCOCC1)O2
  -2, -6, -1, -9, 6, 3, -2

Continuation.
Results follow in this order: CASP6 VEID inh, EWS-Fli block, DENV2 CPE, ARNT TACC3 PPI, LGR2 antag, SIRT5 inh, PAX8 reporter
C[C@@H]1CCCCO[C@@H](CN(C)CC2CCCCC2)[C@@H](C)CN([C@H](C)CO)C(=O)c2cc(NC(=O)Nc3cccc4ccccc34)ccc2O1
  0, 8, 8, 27, 11, 0, -2
COc1ccc(-n2ncc(C(C)NS(=O)(=O)c3cc(C)sc3C)c2C)cc1 (stereo not given)
  -2, -7, -3, ., 14, ., -8
CN(C)C(=O)[C@@H]1[C@@H](CO)[C@@H]2Cn3c(ccc(-c4cncnc4)c3=O)[C@@H]2N1Cc1cc(F)ccc1F
  3, -7, 1, 10, -7, 3, 2
O=C(CCS(=O)(=O)c1cc(Br)cc2c1N(C(=O)C1CC1)CC2)N1CCN(c2ccccn2)CC1
  1, -2, 16, -1, 12, 0, 17
COc1ccc(F)cc1-c1cc(C(=O)NCc2ccc(C(F)(F)F)cc2)[nH]n1
  1, -6, ?, ., 2, -3, -22
CCCNC(=O)[C@@H]1[C@@H](CO)[C@@H]2Cn3c(ccc(/C=C/c4ccccc4)c3=O)[C@H]1N2C(=O)c1cccnc1
  -2, -7, -4, -9, -4, -85, -12
CCCCCn1c(Sc2nc3ccccc3s2)nc2c1c(=O)[nH]c(=O)n2C
  -2, 10, 4, 1, -15, -5, .
CO[C@H]1CN(C)C(=O)c2ccc(NC(=O)c3ccccc3)cc2OC[C@H](C)N(C(C)=O)C[C@@H]1C
  1, -8, 11, -3, -3, 1, .
Cc1cc(C(=O)N2CCN(c3ccc(F)cc3)CC2)on1
  0, -4, 2, -6, 0, 0, -7
COc1ccc(S(=O)(=O)n2ccnc2C)c(C)c1C
  -4, -10, 15, -15, -10, -2, 4
COc1cc(C(O)c2nc(-c3ccc4ccccc4c3)cs2)ccc1F (stereo not given)
  2, -36, -1, ., -45, 2, -63
Cc1nn(-c2ccccc2)c(N2CCCC2)c1/C=C1\N=C(c2ccc(F)cc2)OC1=O
  -2, 6, -5, -1, -3, 0, -11
C[C@H](CO)N1C[C@H](C)[C@@H](CN(C)C(=O)NC2CCCC2)Oc2ncc(Br)cc2C1=O
  -3, -9, 14, 1, 10, -3, .
COc1cc(NC(=O)CNC(=O)Cn2cnc3sc(C)c(C)c3c2=O)cc(OC)c1OC
  0, 7, 8, ., 44, ., 3
CCCN1C[C@@H](C)[C@@H](OC)CN(C)C(=O)c2cc(NC(=O)CC(F)(F)F)ccc2OC[C@H]1C
  0, ., 5, ., -1, 2, 1

Compound profiles, from the list above:
`COc1cc(C(O)c2nc(-c3ccc4ccccc4c3)cs2)ccc1F` (stereo not given) reads CASP6 VEID inh: 2; EWS-Fli block: -36; DENV2 CPE: -1; ARNT TACC3 PPI: .; LGR2 antag: -45; SIRT5 inh: 2; PAX8 reporter: -63
`COc1ccc(-n2ncc(C(C)NS(=O)(=O)c3cc(C)sc3C)c2C)cc1` (stereo not given) reads CASP6 VEID inh: -2; EWS-Fli block: -7; DENV2 CPE: -3; ARNT TACC3 PPI: .; LGR2 antag: 14; SIRT5 inh: .; PAX8 reporter: -8
`C[C@H](CO)N1C[C@H](C)[C@@H](CN(C)C(=O)NC2CCCC2)Oc2ncc(Br)cc2C1=O` reads CASP6 VEID inh: -3; EWS-Fli block: -9; DENV2 CPE: 14; ARNT TACC3 PPI: 1; LGR2 antag: 10; SIRT5 inh: -3; PAX8 reporter: .

Carrying on:
Results follow in this order: CASP6 VEID inh, EWS-Fli block, DENV2 CPE, ARNT TACC3 PPI, LGR2 antag, SIRT5 inh, PAX8 reporter
COc1cccc(NC(=O)c2ccc(OC(F)(F)F)cc2)c1
  ., -194, 4, 10, -44, ., -176
CC(C)(C)OC(=O)N1CCc2onc(-c3ccc([N+](=O)[O-])cc3)c2C1=O
  -1, -18, 8, ., -10, -5, -2
Cc1ccc(Sc2cc(C(=O)NCCN(C)C)c3ccccc3n2)cc1
  -5, -8, 5, 8, 5, -2, -1
CCC(=O)N[C@H]1C=C[C@H](CC(=O)NCCN2CCCCC2)O[C@H]1CO
  2, 1, -2, -2, 16, -9, -11
NC(=O)NCC#Cc1ccc2c(c1)[C@]1(C(=O)N2)[C@H](C(=O)O)[C@H]2C(=O)O[C@H](c3ccccc3)[C@H](c3ccccc3)N2[C@@H]1c1ccc(O)cc1
  2, -4, -17, -11, ., 1, -16
CCCOc1cccc(C(=O)Nc2ccc3c(c2)OCCO3)c1
  2, 0, 0, -4, 33, 3, -66
COc1ccc(NC(=O)N(C)C[C@H]2Oc3ccc(NS(=O)(=O)c4ccc(F)cc4)cc3C(=O)N([C@H](C)CO)C[C@H]2C)cc1
  -1, 7, -3, ., 20, 4, .
CCOc1ccc(NC(=O)CSc2nc3nc4c(cc3c(=O)n2CC)COC(C)(C)C4)cc1
  1, 12, 3, ., -36, 1, -16
Cc1ccc(NC(=O)CN2C(=O)CSc3ccc(S(=O)(=O)N4CCCCC4)cc32)cc1
  7, ., 4, 1, 8, 1, 17
Cc1ccc(S(=O)(=O)Nc2ccc3c(c2)C(=O)N([C@@H](C)CO)C[C@H](C)[C@H](CN(C)Cc2ccc(C(=O)O)cc2)O3)cc1
  -4, -4, 2, -7, 1, 2, -1
COCCN1C(=O)C(=O)/C(=C(/O)c2ccc(S(=O)(=O)N3CCCCC3)cc2)C1c1ccc(O)c(OC)c1 (stereo not given)
  2, ., 2, 4, -2, 1, -2
Cc1ccc(-c2nnn(CCC(=O)Nc3ccc4c(c3)OCO4)n2)cc1
  -6, ., ., -2, 15, 4, .
Cc1n[nH]c(=O)n1-c1ccc(OC(F)(F)F)cc1
  -3, 6, -6, 0, -6, 3, -4
CCN(C(=N)N=C(N)N)c1ccccc1
  0, 1, -1, 1, 7, -2, 33
Cc1ccc(C(=O)N/C(=C/c2ccco2)C(=O)NC2CCS(=O)(=O)C2)cc1 (stereo not given)
  -1, -4, -3, 6, 20, -3, 5
O=C(Nc1cc(S(=O)(=O)N2CCOCC2)ccc1N1CCCC1)c1ccccc1C(F)(F)F
  2, 8, -2, ., -10, 1, -13
COc1cccc(S(=O)(=O)N[C@@H]2CC[C@@H](CCn3cc(-c4ccccc4OC)nn3)O[C@@H]2CO)c1
  0, 7, 2, 15, -8, 12, 29
COc1ccc2c3c(n(C)c2c1)[C@@H](CO)N(C(=O)NC1CCCC1)CC31CCN(C(C)=O)CC1
  ., -15, 3, ., -4, ., .
CN(C)S(=O)(=O)c1ccc(N2CCCC2)c(C(=O)N2CCN(S(=O)(=O)c3ccc(F)cc3)CC2)c1
  3, 7, -7, 6, 12, -1, 6
